Screens deposited in PubChem by National Center for Advancing Translational Sciences (NCATS).
Rab9 prom act: qHTS Assay for Rab9 Promoter Activators; AID 485297, 2010; Huh7 Rab9 promoter-luciferase reporter, luminescence, 24 h; hit rate 2.8% among 320,000; Potency, µM (doses to about 9.22 µM), for inactives: at the top dose activation, negative = inhibition, actives largely listed as activators; further: % of control where 0% means no effect; nearly all actives have a fitted effect of over 60% in size
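Cell-based reporter: Huh7 stable for Rab9 promoter-driven luciferase, plated in reduced-serum medium with 10% FBS at 1500 cells/well, compound-treated 24 h at 37 °C, luminescence read after 10 min reagent.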
RORg inh: qHTS for inhibitors of ROR gamma transcriptional activity. Nuclear receptor ROR-gamma (Mus musculus), P51450. Drosophila S2 Gal4-RORgamma UAS-luciferase reporter, 20 h. Potency, µM (top dose mostly 53.6 µM), without a hit: at the top dose activity change, negative = inhibition, most hits filed as inhibitors. hit rate 5.4% among 310,000; further: on the % scale 0 is the no-effect control and ±100 the full control effect; nearly all actives have a fitted effect of over 60% in size
Target sequence (P51450 whole entry, looked up, the tested form may be a part): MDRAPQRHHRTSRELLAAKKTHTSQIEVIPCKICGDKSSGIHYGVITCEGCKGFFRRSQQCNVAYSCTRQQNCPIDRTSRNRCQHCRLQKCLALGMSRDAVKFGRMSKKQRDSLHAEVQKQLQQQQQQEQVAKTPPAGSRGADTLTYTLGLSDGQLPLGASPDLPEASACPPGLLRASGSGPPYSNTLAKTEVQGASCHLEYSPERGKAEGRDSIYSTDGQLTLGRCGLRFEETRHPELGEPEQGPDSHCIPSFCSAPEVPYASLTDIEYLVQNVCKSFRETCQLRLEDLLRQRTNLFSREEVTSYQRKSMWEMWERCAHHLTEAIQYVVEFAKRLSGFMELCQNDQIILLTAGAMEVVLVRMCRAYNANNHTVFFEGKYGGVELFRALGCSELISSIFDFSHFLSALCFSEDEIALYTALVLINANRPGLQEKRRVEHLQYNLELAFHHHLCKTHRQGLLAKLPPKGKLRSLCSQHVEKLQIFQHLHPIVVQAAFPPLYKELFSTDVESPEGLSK
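Stably transfected Drosophila Schneider cells are the test system, with ROR gamma fused to Gal4 and luciferase under UAS control; luminescence is read after 20 hr of 700 uM copper sulfate induction at ambient temperature.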
uPA generation: qHTS for Inhibitors of Cell Surface uPA Generation. cell surface uPA generation assay, qHTS. Potency, µM (series often up to 38.3 µM), for the others: top-dose activity change, negative = inhibition, actives largely listed as inhibitors. hit rate 0.31% among 330,000; active means well fitted inhibition curve with a large enough effect; inconclusive means small, poorly fitted or top-dose-only effect; inactive means no such curve, though single readings can be large or run the other way; tested in mouse RAW 264.7 cells; further: on the % scale 0 is the no-effect control and ±100 the full control effect; nearly all actives have a fitted effect of over 55% in size
p53 reactivator: qHTS assay for re-activators of p53 using a Luc reporter. H1299 p53-A138V BP100-luciferase reporter, luminescence, 24 h. Potency, µM (top dose mostly 92.2 µM), without a hit: top-dose activity change, positive = activation, actives largely listed as activators. hit rate 0.063% among 320,000. AID 504706, 2011; further: % of control where 0% means no effect; nearly all actives have a fitted effect of over 45% in size
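p53-null H1299 cells stably carrying temperature-sensitive p53-A138V and a BP100-luciferase reporter were pinned with compounds (4-point, 1:5 series) and held 24 hrs at 37 deg C. Luminescence was read 10 min after detection reagent.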
MBNL1-CUG inh: qHTS Assay for Inhibitors of MBNL1-poly(CUG) RNA binding | Muscleblind-like protein 1 (Homo sapiens), Q9NR56 | hit rate 0.036% among 280,000 | Potency, µM (highest dose often 57.5 µM), for inactives: top-dose activity change, negative = inhibition, hits mostly inhibitors | TR-FRET MBNL1-His/biotin-(CUG)12 binding, 665/545 ratio; active means well fitted inhibition curve with a large enough effect in the signal ratio, with a control signal flat, not every such curve was filed as active; inconclusive means small, poorly fitted or top-dose-only effect, or effect the other way, or a change in a side signal; inactive means no such curve, though single readings can be large or run the other way; the % refers to the signal ratio; further: on the % scale 0 is the no-effect control and ±100 the full control effect
Target sequence (Q9NR56 whole entry, looked up): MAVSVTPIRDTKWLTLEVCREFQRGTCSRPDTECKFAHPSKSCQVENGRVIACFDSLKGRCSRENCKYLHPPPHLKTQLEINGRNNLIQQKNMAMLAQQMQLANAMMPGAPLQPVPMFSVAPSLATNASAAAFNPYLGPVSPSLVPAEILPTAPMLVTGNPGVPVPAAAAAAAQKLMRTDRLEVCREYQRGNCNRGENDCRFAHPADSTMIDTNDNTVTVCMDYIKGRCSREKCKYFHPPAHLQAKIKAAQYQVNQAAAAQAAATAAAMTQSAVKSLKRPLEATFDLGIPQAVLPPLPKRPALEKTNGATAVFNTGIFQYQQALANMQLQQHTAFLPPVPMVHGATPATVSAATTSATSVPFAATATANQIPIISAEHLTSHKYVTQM
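TR-FRET readout: Ex 340 nm, 665/545 nm emission ratio, normalized to buffer-only (basal) and MBNL1-(CUG)12 controls. Complex of MBNL1-His with Biotin-(CUG)12, compounds 92 nM–58 uM, incubated 60 min at room temperature.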
BRCA1 expr up: qHTS Assay to Identify Small Molecule Activators of BRCA1 Expression | MCF7-BRCA1-FFLuc reporter, luminescence, 48 h; response scale: scaled: vehicle 0%, 10 µM genistein 100% | Potency, µM (highest dose often 46.1 µM), without a hit: top-dose activation, usual class: activators | hit rate 1.1% among 380,000 | AID 624202, 2012; further: nearly all actives have a fitted effect of over 80% in size; some results filed as inactive show a strong effect at the top dose
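Luminescence from a BRCA1-driven firefly luciferase in MCF7 cells was the read-out, taken 15 min after substrate addition following 48 h compound exposure at 37 °C. Data were normalized to a 10 microM genistein control and DMSO vehicle.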
FLuc modulator: qHTS profiling assay for firefly luciferase inhibitor/activator using purifed enzyme and Km concentrations of substrates (counterscreen for miR-21 project); Luciferin 4-monooxygenase (Photinus pyralis), P08659; purified FLuc, Km substrates, luminescence inhibition; Potency, µM (titrated, usually from 57.5 µM), inactives show at the top dose activity change, negative = inhibition, usual class: inhibitors; hit rate 6.9% among 360,000;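 further: plate controls were vehicle for no effect and reference inhibitor for full effect; nearly all actives have a fitted effect of over 55% in size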
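Biochemical qHTS of compounds, final roughly 60 µM downward over six points, against 10 nM purified firefly luciferase using Km concentrations of substrates (10 uM D-luciferin, 10 uM ATP) in Tris acetate pH 7.5 buffer; luminescence output.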
VP16 counter: VP16 counterscreen qHTS for inhibitors of ROR gamma transcriptional activity; Drosophila S2 Gal4-VP16 UAS-luciferase, luminescence, 20 h; Potency, µM (doses to about 53.6 µM), without a hit: top-dose activity, negative = inhibition, hits mostly inhibitors; hit rate 3.5% among 310,000; AID 2546, 2010;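 further: Gal4-VP16 expression switched on by copper sulfate through the metallothionein promoter; on the % scale 0 is the no-effect control and ±100 the full control effect; nearly all actives have a fitted effect of over 50% in size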
NPC1 promoter act: qHTS Assay for NPC1 Promoter Activators; Huh7 NPC1 promoter luciferase reporter, 24 h; Potency, µM (highest dose often 9.22 µM), for the others: at the highest dose activation, most hits filed as activators; hit rate 2.4% among 320,000; AID 485313, 2010;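 further: % of control where 0% means no effect; nearly all actives have a fitted effect of over 60% in size; reporter is driven by a mutant NPC1 promoter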
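Quantitative HTS used a cell-based reporter: Huh7 cells stably bearing the NPC1 promoter upstream of luciferase were treated with compounds for 24 h, and promoter activation was read as luminescence.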
ELG1 genotox: qHTS screen for small molecules that induce genotoxicity in human embryonic kidney (HEK293T) cells expressing luciferase-tagged ELG1. HEK293T ELG1-luciferase reporter, luminescence, 16 h. Potency, µM (series often up to 46 µM), inactives show top-dose activity change, positive = activation, usual class: activators. hit rate 1.3% among 330,000. AID 504466, 2011; further: % of control where 0% means no effect; nearly all actives have a fitted effect of over 60% in size
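DMSO vehicle served as control against compound-treated ELG1-luciferase HEK293T cells; exposure lasted 16 hr at 37 °C and 5% CO2, followed by ONE-Glo luminescence detection after 30 min.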
Numbers without * were called inactive; ? = inconclusive; nt = not tested or not shown; [ ] = remark or other dose. Unless noted, the call rests on the fitted dose curve; in most records, active means well fitted curve in the direction sought with a large enough effect; inconclusive means small, poorly fitted or top-dose-only effect, or another doubt; inactive means no such curve, though single readings can be large; an effect the other way counts as inactive or inconclusive. Potency means the concentration at half of the fitted maximal effect.

Below each SMILES: Rab9 prom act | RORg inh | uPA generation | p53 reactivator | MBNL1-CUG inh | BRCA1 expr up | FLuc modulator | VP16 counter | NPC1 promoter act | ELG1 genotox
COc1ccc(NC(=O)c2ccc(S(=O)(=O)NCc3cccnc3)cc2)cc1
  9% | 26% | 1% | 2% | -2% | -6% | -12% | 0% | 8% | -10%
CCCCC1(C(=O)OC)NC(c2ccc(O)cc2)C2C(=O)N(c3ccccc3)C(=O)C21 (stereo not given)
  -2% | 9% | -4% | nt | -7% | -1% | 0% | -6% | -1% | 0%
Cc1onc(-c2ccccc2)c1C(=O)NCC1CCN(C(=O)c2c(-c3ccccc3)noc2C)CC1
  2% | 7% | 3% | 4% | -17% | -7% | -1% | -3% | -6% | 1%
O=C(Nc1ccc2c(c1)OCO2)c1n[nH]c(=O)c2ccccc12
  3.5µM* | 38% | -4% | 13% | -1% | ? | ? | 3% | 2.8µM* | ?
Cc1occc1C(=O)N1CCCC(CCC(=O)NCc2ccc(F)c(F)c2)C1 (stereo not given)
  9% | 16% | -1% | 1% | -7% | -2% | -2% | 21% | 1% | 1%
CCCCOC(=O)c1cccc(NC(=O)CCC(=O)O)c1
  11% | -14% | 1% | 4% | 5% | 0% | -4% | -7% | 0% | 4%
COCCNC(=O)c1cc(-c2ccncc2)nc2ccc(S(=O)(=O)N3CCOCC3)cc12
  -2% | 1% | 0% | -3% | ? | 0% | -1% | -1% | -4% | -11%
O=C(c1ccco1)N1CCN(CC(O)Cn2c3ccccc3c3ccccc32)CC1 (stereo not given)
  -8% | 7% | 8% | 0% | 9% | -31% | -1% | -8% | -3% | -12%
O=C(COC(=O)C1COc2ccccc2O1)NC1CCS(=O)(=O)C1 (stereo not given)
  10% | 0% | 0% | -4% | -3% | -1% | -2% | 1% | 0% | -2%
CN(CC(=O)Nc1cccc(F)c1)CC(=O)Nc1ccc(Cl)cc1[N+](=O)[O-]
  -2% | 28% | -5% | 11% | ? | 0% | -3% | 8% | -2% | 18%
O=C(Nc1ccc(S(=O)(=O)Nc2ncccn2)cc1)c1ccco1
  -2% | 10% | 0% | -5% | -9% | 4% | 7% | 2% | 7% | 1%
CCN1CCN(CCCN(Cc2ccco2)C(=S)Nc2ccccc2Cl)CC1
  0% | 14% | -4% | 3% | -3% | -32% | -1% | -12%[10 µM] | 2% | 5%
O=C(NCC1CCCO1)c1ccc(CS(=O)(=O)c2ccc(Cl)cc2)o1 (stereo not given)
  0% | -14% | nt | 2% | 1% | 5% | 1% | 11% | -5% | -1%
Cc1ccc(NS(=O)(=O)c2ccc(-c3ccc(=O)[nH]n3)o2)cc1
  1% | 1% | 3% | 0% | ? | 10% | -1% | -1% | -6% | 5%
Cc1nc(SCC(=O)NCc2ccco2)c2oc3ccccc3c2n1
  6% | -20% | 1% | -6% | 12% | -26% | -9% | 4% | -2% | 4%
CN(C)C(CNC(=O)CSc1nc2sc3c(c2c(=O)n1C)CCCC3)c1ccccc1 (stereo not given)
  0% | nt | -20% | -25% | nt | -19% | 0% | nt | -5% | 0%
O=C(c1ccc(NC2=NC3CS(=O)(=O)CC3S2)cc1)N(CCO)Cc1ccccc1 (stereo not given)
  0% | -22% | 8% | 8% | -2% | -13% | 2% | 2% | 2% | 3%
Cc1ccc(/C=N/NC(=O)c2ccoc2C)o1
  ? | -12% | 3% | ? | ? | 14% | ? | 23% | 29% | 16%
O=C1/C(=C\c2cccnc2)CCc2ccccc21
  4% | ? | -5% | ? | 5% | -70% | 6µM* | ? | -7% | 12%
CCOc1ccc(/C=N/NC(=O)C(C)N(c2ccc(OC)cc2)S(C)(=O)=O)cc1OCC (stereo not given)
  -2% | 20% | 6% | -1% | 11% | 4% | 6% | 7% | -3% | -6%
CC(C)[C@@H](C(=O)N1CCN(Cc2ccc3c(c2)OCO3)CC1)n1nnc2ccccc2c1=O
  4% | -1% | 28% | -5% | 4% | -28% | 1% | -3% | 10% | -10%
COc1ccc(CCNC(=O)C2CCN(S(=O)(=O)c3ccc(OC)c(OC)c3)CC2)cc1
  -6% | -2% | 0% | -5% | -3% | 16%[1.84 µM] | 9% | 9% | -7% | 2%
Cc1oc(-c2ccccc2Cl)[n+]([O-])c1C
  -3% | -14% | nt | -1% | -4% | -3% | 1% | 14% | -1% | 0%
CCCCN(CC)CCCNC(=O)CS(=O)(=O)Cc1nc(-c2cccc(OC)c2)oc1C
  -2% | -16% | 3% | -6% | -4% | 2%[1.84 µM] | -17% | -4%[0.365 µM] | -1% | 16%
COc1ccc(C(OC(=O)c2ccco2)C(=O)NCc2ccco2)cc1 (stereo not given)
  5% | -1% | 4% | -8% | -2% | 1% | 3% | 1% | 2% | -1%
CNC(=O)c1[nH]cnc1C(=O)N[C@@H](CC(C)C)C(=O)OC(C)(C)C
  6% | ? | 6% | -5% | -15% | 0% | 1% | ? | 7% | 13%
O=C(COc1ccc2c(-c3ccccc3)cc(=O)oc2c1)Nc1ccc(CCO)cc1
  -9% | 13% | -19% | 2% | 26% | 43% | -6% | ? | -13% | -4%
CCOc1ccccc1NC(=O)CNS(=O)(=O)c1ccc2nc(C)sc2c1
  3% | 2% | 5% | -4% | 7% | 0% | -1% | 2% | -1% | -1%
CCCS(=O)(=O)N1CCC(C(=O)NCc2cccnc2)CC1
  -1% | 1% | 8% | 1% | 3% | -1% | 5% | -6% | -7% | -1%
Nc1nnc(Cc2ccc(Cl)c(Cl)c2)s1
  3% | 13% | -4% | 0% | 3% | -15% | 3% | -1% | 1% | 2%

Later entries:
molecule	Rab9 prom act	RORg inh	uPA generation	p53 reactivator	MBNL1-CUG inh	BRCA1 expr up	FLuc modulator	VP16 counter	NPC1 promoter act	ELG1 genotox
CCN1CCN(CC(=O)Nc2sc3c(c2C#N)CCC(C)C3)CC1 (stereo not given)	1%	?	-9%	?	-6%	-46%	2%	4%	-2%	0%
CC(C)(C)NNC(=S)Nc1cccc(C(F)(F)F)c1	-3%	1µM*	1%	-6%	0%	-22%	0%	3.2µM*	-7%	-3%
Cc1ccc(NC(=O)CN2C(=O)N/C(=C/c3ccc(N4CCOCC4)cc3)C2=O)cc1	28%	-13%	-1%	?	14%	76%	?	20%	25%	15%
COc1ccc2nc(NC(=O)c3ccccc3-c3ccccc3C(=O)O)sc2c1	-12%	11%	-1%	1%	4%	6%	?	-17%	-1%	6%
Cc1cc(C)nc(SCC(=O)OCN2C(=O)c3ccccc3C2=O)n1	-10%	-6%	1%	8%	?	-27%	0%	-13%	2%	2%
CCN1CCc2c(sc(NC(=O)c3ccc(S(=O)(=O)N4CCOCC4)cc3)c2C(=O)OC)C1	-5%	9%	-5%	-1%	17%	10%	0%	-10%	0%	1%
COc1ccc(S(=O)(=O)n2ccc(C(C)Oc3ccc(-c4ccccc4)c(F)c3)n2)cc1 (stereo not given)	-5%	-1%	6%	5%	-8%	-71%	0%	-4%	-3%	-8%
COc1ccc(-c2cc(C(=O)N3CCN(c4ccccc4)CC3)c3ccccc3n2)cc1OC	-2%	12%	-8%	0%	8%	-39%	15µM*	15%	-3%	-15%
O=C(NCc1ccc(N2CCCC2=O)cc1)c1cnccn1	-2%	29%	-1%	-1%	4%	-7%	-2%	-1%	-4%	4%

Part of the list above, with each value named.
COc1ccc(S(=O)(=O)n2ccc(C(C)Oc3ccc(-c4ccccc4)c(F)c3)n2)cc1 (stereo not given)
  Rab9 prom act: -5%; RORg inh: -1%; uPA generation: 6%; p53 reactivator: 5%; MBNL1-CUG inh: -8%; BRCA1 expr up: -71%; FLuc modulator: 0%; VP16 counter: -4%; NPC1 promoter act: -3%; ELG1 genotox: -8%

COc1ccc2nc(NC(=O)c3ccccc3-c3ccccc3C(=O)O)sc2c1
  Rab9 prom act: -12%; RORg inh: 11%; uPA generation: -1%; p53 reactivator: 1%; MBNL1-CUG inh: 4%; BRCA1 expr up: 6%; FLuc modulator: ?; VP16 counter: -17%; NPC1 promoter act: -1%; ELG1 genotox: 6%

Cc1cc(C)nc(SCC(=O)OCN2C(=O)c3ccccc3C2=O)n1
  Rab9 prom act: -10%; RORg inh: -6%; uPA generation: 1%; p53 reactivator: 8%; MBNL1-CUG inh: ?; BRCA1 expr up: -27%; FLuc modulator: 0%; VP16 counter: -13%; NPC1 promoter act: 2%; ELG1 genotox: 2%

CC(C)(C)NNC(=S)Nc1cccc(C(F)(F)F)c1
  Rab9 prom act: -3%; RORg inh: 1µM*; uPA generation: 1%; p53 reactivator: -6%; MBNL1-CUG inh: 0%; BRCA1 expr up: -22%; FLuc modulator: 0%; VP16 counter: 3.2µM*; NPC1 promoter act: -7%; ELG1 genotox: -3%
